S3 lipid droplet = qHTS Assay for Lipid Storage Modulators in Drosophila S3 Cells. Drosophila S3 cells, BODIPY lipid droplet fluorescence, 18-24 h; cells fed with added oleic acid. 320,000 compounds, 0.64% hits. Potency in µM for hits, for the others lipid storage change, negative = inhibition, % at the top dose, mostly 46.1 µM. AID 2685; active = well fitted inhibition curve with a large enough effect in the signal ratio, with a control signal flat, not every such curve was filed as active; inconclusive = small, poorly fitted or top-dose-only effect, or effect the other way, or a change in a side signal; the % refers to the signal ratio
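Drosophila S3 cells loaded with oleic acid (400 uM, as added) and compounds at several concentrations; lipid droplets imaged by 488-nm laser-scanning cytometry, 500–530 nm intensity and object ratio to cell channel. Percent activity normalized to 20 uM Triacsin C.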
S3 lipid droplet cell count max = recorded beside S3 lipid droplet, whose call it bears; cell number change, %; measured here: cell count max response;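 cells counted by Cell Tracker Red CMTPX staining in the red channel; peak over a dose series mostly up to 46.1 µM; percent activity relative to internal control wells on each plate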
* marks the source's active call; other numbers are inactive results; i = inactive; u = inconclusive; x = no result given; & = joins results of further samples. % is set by controls: 0 for no effect and ±100 for the full control effect; potency is the fitted concentration of half-maximal effect. An excerpt. The share of hits here may be higher or lower than overall.

1) Cc1ccc2nc(NS(=O)(=O)c3cn(C)nc3C)sc2c1
2) O=C(Nc1cccc(-c2csc(Nc3ccc(Cl)cc3)n2)c1)c1cccc(C(F)(F)F)c1
3) CCn1c(CSc2nnc(C)n2-c2ccccc2)nc2cc(S(=O)(=O)N(C)C)ccc21
4) CCN(CC)S(=O)(=O)c1cc(C(=O)N2CCc3ccccc32)ccc1Cl
5) Cn1ccnc1SCC(=O)Nc1ccc([N+](=O)[O-])cn1
6) NC(=O)[C@@H]1CCCCNc2c(F)cc([N+](=O)[O-])cc2C(=O)N[C@@H](CC(=O)O)C(=O)N[C@@H](CCC(=O)O)C(=O)N1
7) COc1ccccc1NC(=S)N(Cc1ccccc1)Cc1cccs1
8) O=C(Nc1nc2nccc(-c3ccccc3)n2n1)C(Cl)(Cl)Cl

assay / entry | 1 | 2 | 3 | 4 | 5 | 6 | 7 | 8
S3 lipid droplet | u | 8% | u | u | u | -1% | -13% | 19%
S3 lipid droplet cell count max | x | -3 | x | x | x | -16 | 16 | 6

Ordered by molar mass (rising): some entries from above.
8) O=C(Nc1nc2nccc(-c3ccccc3)n2n1)C(Cl)(Cl)Cl
2) O=C(Nc1cccc(-c2csc(Nc3ccc(Cl)cc3)n2)c1)c1cccc(C(F)(F)F)c1
6) NC(=O)[C@@H]1CCCCNc2c(F)cc([N+](=O)[O-])cc2C(=O)N[C@@H](CC(=O)O)C(=O)N[C@@H](CCC(=O)O)C(=O)N1

assay / entry | 8 | 2 | 6
S3 lipid droplet | 19% | 8% | -1%
S3 lipid droplet cell count max | 6 | -3 | -16

Next section.
9) COc1ccc(-c2oc3ncnc(NCCCN(C)C)c3c2-c2ccc(OC)cc2)cc1
10) COc1ccccc1NS(=O)(=O)c1ccc(-c2cc(C)no2)s1
11) Cc1ccc(NC(=O)C2(NC(=O)c3cccc(N4C(=O)CSC4c4ccccc4)c3)CCCCC2)cc1 (stereo not drawn)
12) C=CCNC(=S)N1CCC(C(=O)c2ccc(F)cc2)CC1
13) COc1cc(-c2nnn(CC#N)n2)ccc1OCc1ccccc1
14) N=C1SC(CC(=O)Nc2ccccc2[N+](=O)[O-])C(=O)N1c1ccccc1 (stereo not drawn)
15) Oc1ccccc1-c1nc(N2CCCC2)c2ccccc2n1
16) CCCN(CC(=O)Nc1ccccc1C)C(=O)Cc1coc2cc(C)ccc12

assay / entry | 9 | 10 | 11 | 12 | 13 | 14 | 15 | 16
S3 lipid droplet | u | i | u | i | u | u | u | -1%
S3 lipid droplet cell count max | x | 0 | x | -2 | x | x | x | 11

17) CCCCCCSc1ccc([C@@H]2[C@H]3C(=O)N(CC)C(=O)[C@H]3[C@]3(C(=O)OC)CCCN23)cc1
18) CCOc1ccc(CNC(=S)N/N=C\c2ccc([N+](=O)[O-])cc2)cc1
19) Cc1cc(C(=O)CSc2nnc(-c3cccnc3)n2-c2ccccc2F)c(C)n1C
20) CCC(CC)c1nnc(NC(=O)CC(C)c2ccccc2)s1 (stereo not drawn)
21) CC1CCN(c2ccc(-c3cccs3)nn2)CC1
22) O=C(CCn1c(=S)[nH]c2ccccc2c1=O)NCCCN1CCOCC1
23) CCOc1c2ccc(C(=O)NCc3ccccc3OC)cc2nn1CC
24) O=C(c1ccc(Cl)c([N+](=O)[O-])c1)N1CCN(c2ccccn2)CC1

assay / entry | 17 | 18 | 19 | 20 | 21 | 22 | 23 | 24
S3 lipid droplet | 0.52µM* | u | 10% | u | i | u | -7% | u
S3 lipid droplet cell count max | x | x | -13 | x | -10 | x | 1 | x

25) O=[N+]([O-])c1cccc(S(=O)(=O)NCCc2cn3ccccc3n2)c1
26) COc1cc(C2Nc3ccccc3C(=O)N2NS(C)(=O)=O)c([N+](=O)[O-])cc1OC (stereo not drawn)
27) CC(NS(=O)(=O)c1ccc(CCC(=O)NCc2cccnc2)cc1)c1ccccc1 (stereo not drawn)
28) CCc1ccc(Nc2nnc(SCc3cc(=O)n4ccsc4n3)s2)cc1
29) O=C(NC1CCCC1)C(c1ccncc1)N(C(=O)c1ccco1)c1ccc(F)c(Cl)c1 (stereo not drawn)
30) Cc1ccccc1NC(=O)Cc1nc(COC(=O)c2nc(Cl)ccc2Cl)cs1
31) CCCCCc1nc2c(=O)[nH]c3ccccc3c2o1
32) CN(CC(=O)Nc1ccc(OC(F)(F)F)cc1)C(=O)Cn1c(=O)cnc2ccccc21

assay / entry | 25 | 26 | 27 | 28 | 29 | 30 | 31 | 32
S3 lipid droplet | u | u | 1% | u | u | u | i | 18%
S3 lipid droplet cell count max | x | x | -4 | x | x | x | -10 | 9

33) Cc1ccc(C(=O)NC(=C(Cl)Cl)S(=O)(=O)c2ccccc2)cc1
34) COc1ccc(N2CCCn3c2nc2c3c(=O)n(CCCc3ccccc3)c(=O)n2C)cc1
35) O=C(COc1ccccc1)Nc1ccc(NC(=O)c2ccco2)cc1
36) O=C(O)c1ccc(-c2nc3ccccc3s2)o1
37) Cc1cc(-c2ccc(C)c(S(=O)(=O)NCCCN3CCN(c4ccccc4)CC3)c2)on1
38) Cc1ccc(/C=C/C(=O)CCC(=O)O)cc1
39) Cc1ccc(Oc2cc(C#N)c(C#N)cc2-n2nnc3ccccc32)cc1C
40) CCOC(=O)NC(Nc1sc2c(c1C(=O)OC)CCN(C)C2)(C(F)(F)F)C(F)(F)F

assay / entry | 33 | 34 | 35 | 36 | 37 | 38 | 39 | 40
S3 lipid droplet | u | u | u | u | -12% | 3% | u | u
S3 lipid droplet cell count max | x | x | x | x | x | 10 | x | x

41) Nc1[nH]c(=O)ncc1F
42) O=C(COc1ccccc1[N+](=O)[O-])N1CCN(C(=O)c2ccco2)CC1
43) CN(C(=O)c1cncc(Br)c1)c1c(N)n(Cc2ccccc2)c(=O)[nH]c1=O
44) CC(=NCCc1c(C)[nH]c2ccc(OCc3ccccc3)cc12)C1=C(O)CC(c2ccccc2)CC1=O (stereo not drawn)
45) NC(=O)CSC1=Nc2ccccc2C2=NC(c3ccccc3)C(=O)N12 (stereo not drawn)
46) CC(=O)Oc1ccc2oc(/C=C/N(C)C)c([N+](=O)[O-])c2c1
47) CCOc1cccc(-c2nnc3sc(COc4ccc(C)cc4)nn23)c1
48) CC1(C)Cc2c(cnn2-c2cccc(F)c2)C(NC(=O)CCc2cnccn2)C1 (stereo not drawn)

assay / entry | 41 | 42 | 43 | 44 | 45 | 46 | 47 | 48
S3 lipid droplet | 12%&5% | -8% | -6% | u | -2% | u | u | u
S3 lipid droplet cell count max | 9&4 | -7 | 9 | x | 3 | x | x | x

49) Cc1ccnn1CC(=O)N/N=C/c1cccs1
50) CCc1c(C2(O)CCCCC2)[nH]c2c(C(=O)OC)cc(Cl)cc12
51) CCCCn1nnc(NC(=O)c2cc3ccccc3o2)n1
52) CC(C)[C@H](NC(N)=O)C(=O)Nc1ccc2c(c1)CCC2
53) COc1ccc(C2NC(=O)NC(O)(C(F)(F)F)C2C(=O)c2ccccc2)cc1OC (stereo not drawn)
54) O=C(CSc1nncc(=O)[nH]1)Nc1cccc([N+](=O)[O-])c1
55) Cc1cccc(NC(=O)C2CCCC2)c1
56) CSc1ccc(/C=N\NC(=O)CNc2ccc(C)cc2)cc1

assay / entry | 49 | 50 | 51 | 52 | 53 | 54 | 55 | 56
S3 lipid droplet | u | u | i | u | u | u | 0% | -1%
S3 lipid droplet cell count max | x | x | 6 | x | x | x | -3 | -25

57) O=C(NN=C1CCCCCC1)c1cccs1
58) O=C(COC(=O)c1cccc(S(=O)(=O)N2CCCCCC2)c1)NCc1ccc(Cl)cc1
59) O=C1CC(c2ccccc2)CC2=C1C=Nc1ccccc1N2 (stereo not drawn)
60) COc1ccc(/C=C2\SC(=S)N(CC(=O)NC3CCS(=O)(=O)C3)C2=O)cc1 (stereo not drawn)
61) C=CCn1c(Cc2ccc(OC)cc2)nnc1SCC(N)=O
62) N#CCCN(C(=O)COC(=O)c1cc(S(=O)(=O)N2CCOCC2)ccc1Cl)c1ccc(F)cc1
63) FC(F)(F)c1cnc(N/N=C/c2ccncc2)c(Cl)c1
64) Cc1csc(NC(=O)C2CC(=O)N(c3ccc4c(c3)OCCO4)C2)n1 (stereo not drawn)

assay / entry | 57 | 58 | 59 | 60 | 61 | 62 | 63 | 64
S3 lipid droplet | u | u | -5% | 5% | 5% | u | -9% | u
S3 lipid droplet cell count max | x | x | -1 | 5 | 1 | x | -1 | x

65) Cc1ccc(Nc2nc(N)nc(CSc3nnc(-c4ccncc4)o3)n2)cc1
66) COc1cc(C(=O)N/N=C(\c2ccccc2)c2ccccn2)cc(OC)c1OC
67) CCc1noc(C)c1C(=O)NNC(=O)COc1ccc(C)cc1
68) CN(C)C(=O)NC(O)C(Cl)Cl (stereo not drawn)
69) Cc1oc2ccc(OCc3c(F)cccc3Cl)cc2c1C(=O)O
70) O=C1COc2ccc(N3C(=O)C=CC3=O)cc2N1
71) Nc1c(Cl)c(Cl)nc(C(=O)N/N=C/c2cccnc2)c1Cl
72) Cn1c(C(=O)N2CCN(c3ccccc3)CC2)cc2cc(Cl)ccc21

assay / entry | 65 | 66 | 67 | 68 | 69 | 70 | 71 | 72
S3 lipid droplet | u | u | u | i | -16% | u | u | u
S3 lipid droplet cell count max | x | x | x | -13 | -4 | x | x | x

73) O=C(NCC1CCCCC1)c1ccco1
74) C/C(=N\Nc1nc2ccccc2[nH]1)c1ccccn1
75) COc1ccc(-n2c(=S)[nH]c3cc(C(=O)NC4CCCCC4)ccc3c2=O)c(OC)c1
76) O=S(=O)(NCC1CCCO1)c1ccc(Cl)c(C(F)(F)F)c1 (stereo not drawn)

assay / entry | 73 | 74 | 75 | 76
S3 lipid droplet | 19% | u | 3% | u
S3 lipid droplet cell count max | 9 | x | -13 | x

Some of the entries so far, with bars between the fields:
nr | structure | S3 lipid droplet | S3 lipid droplet cell count max
1 | Cc1ccc2nc(NS(=O)(=O)c3cn(C)nc3C)sc2c1 | u | x
2 | O=C(Nc1cccc(-c2csc(Nc3ccc(Cl)cc3)n2)c1)c1cccc(C(F)(F)F)c1 | 8% | -3
3 | CCn1c(CSc2nnc(C)n2-c2ccccc2)nc2cc(S(=O)(=O)N(C)C)ccc21 | u | x
4 | CCN(CC)S(=O)(=O)c1cc(C(=O)N2CCc3ccccc32)ccc1Cl | u | x
5 | Cn1ccnc1SCC(=O)Nc1ccc([N+](=O)[O-])cn1 | u | x
6 | NC(=O)[C@@H]1CCCCNc2c(F)cc([N+](=O)[O-])cc2C(=O)N[C@@H](CC(=O)O)C(=O)N[C@@H](CCC(=O)O)C(=O)N1 | -1% | -16
7 | COc1ccccc1NC(=S)N(Cc1ccccc1)Cc1cccs1 | -13% | 16
8 | O=C(Nc1nc2nccc(-c3ccccc3)n2n1)C(Cl)(Cl)Cl | 19% | 6
9 | COc1ccc(-c2oc3ncnc(NCCCN(C)C)c3c2-c2ccc(OC)cc2)cc1 | u | x
10 | COc1ccccc1NS(=O)(=O)c1ccc(-c2cc(C)no2)s1 | i | 0
11 | Cc1ccc(NC(=O)C2(NC(=O)c3cccc(N4C(=O)CSC4c4ccccc4)c3)CCCCC2)cc1 (stereo not drawn) | u | x
12 | C=CCNC(=S)N1CCC(C(=O)c2ccc(F)cc2)CC1 | i | -2
13 | COc1cc(-c2nnn(CC#N)n2)ccc1OCc1ccccc1 | u | x
14 | N=C1SC(CC(=O)Nc2ccccc2[N+](=O)[O-])C(=O)N1c1ccccc1 (stereo not drawn) | u | x
15 | Oc1ccccc1-c1nc(N2CCCC2)c2ccccc2n1 | u | x
16 | CCCN(CC(=O)Nc1ccccc1C)C(=O)Cc1coc2cc(C)ccc12 | -1% | 11
17 | CCCCCCSc1ccc([C@@H]2[C@H]3C(=O)N(CC)C(=O)[C@H]3[C@]3(C(=O)OC)CCCN23)cc1 | 0.52µM* | x

Screening results deposited in PubChem BioAssay by National Center for Advancing Translational Sciences (NCATS).
